# GalR3 antagonist = blocks the human galanin receptor 3 | 360,000 tested, 0.44% active | inhibition, % at 3 µM | O60755 | HEK293 GalR3-CNG cAMP membrane potential fluorescence; galR3 body fused to GalR1 C-terminus;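 active = inhibition above the screen-wide average plus 3 SD, cut at about 13% in these data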;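 note: forskolin and galanin both at EC90 stimulate the cells; cAMP rise reported by CNG channel membrane potential dye signal; 0% = forskolin plus galanin with DMSO and 100% = forskolin alone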
# Target sequence (O60755 1-299 limits assumed): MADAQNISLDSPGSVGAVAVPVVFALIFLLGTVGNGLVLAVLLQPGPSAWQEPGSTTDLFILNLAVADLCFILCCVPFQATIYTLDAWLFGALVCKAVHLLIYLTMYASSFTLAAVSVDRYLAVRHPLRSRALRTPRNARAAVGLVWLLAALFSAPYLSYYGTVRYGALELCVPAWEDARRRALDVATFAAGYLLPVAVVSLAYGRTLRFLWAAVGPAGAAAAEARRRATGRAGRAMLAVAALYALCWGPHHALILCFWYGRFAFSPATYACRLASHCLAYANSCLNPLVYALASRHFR
# Starred values were filed as active, the others as inactive.
SMILES,GalR3 antagonist
COc1nc2ccccc2nc1N1CC1,-2
O=c1[nH]c2ccccc2n1C1CCN(C(c2ccccc2OC(F)(F)F)c2nnnn2Cc2ccccc2)CC1 (stereo not drawn),-4
OCC1OC(n2cnc3cc(Cl)c(Cl)cc32)C(O)C1O (stereo not drawn),-8
O=C(CCN1CC1)OCCOC(=O)CCN1CC1,-4
N#Cc1ccc(NC(=S)N2Cc3cc(Br)ccc3-n3nncc3C2)cc1,-2
CC1([N+](=O)[O-])COP(=O)(NC2CCCC2)OC1 (stereo not drawn),-3
COc1ccc(CN2Cc3cnnn3-c3ccccc3C2c2ccccc2)cc1 (stereo not drawn),-7
CCC1([N+](=O)[O-])COP(N)(=O)OC1 (stereo not drawn),-5
CN1CCCC1c1ccc(=O)[nH]c1 (stereo not drawn),-5
S=C(NCCc1ccccc1)N1Cc2ccccc2-n2nncc2C1,-6
CCOC(=O)[C@]12Cc3ccccc3[C@H]1N(Cc1ccccc1)C(=O)c1cc(F)c(F)cc12,-4
Cc1ccc2nc(-c3ccc(CN4CCC(n5c(=O)[nH]c6cc(Cl)ccc65)CC4)cc3)c(-c3ccccc3)nc2c1,-8
CCOC(=O)[C@]12Cc3cc(C)ccc3[C@H]1N(C1CCCCC1)C(=O)c1cc(OC)ccc12,38*
CC(C)CN1Cc2cc(-c3ccccc3)ccc2-n2nncc2C1,-6
COc1ccc2c(c1)C(c1ccc(N(CCCl)CCCl)cc1)=NCC2,-7
O=S(=O)(c1cc(Cl)cc(Cl)c1)N1Cc2cc(-c3ccccc3)ccc2-n2nncc2C1,-6
CC(=O)O[C@H]1CCC2C3CC[C@H]4[C@@H](O)[C@H](O)CC[C@]4(C)C3CC[C@@]21C (stereo partly drawn),-5
O=c1[nH]cnc2nc(-c3ccc(N(CCCl)CCCl)cc3)[nH]c12,-4
CC(=O)C1(O)CCC2C3CCC4=C(Cl)C(=O)CCC4(C)C3CCC21C (stereo not drawn),-6
CCOC(=O)[C@]12Cc3cc(C)ccc3[C@H]1N(C(C)C)C(=O)c1ccccc12,-7
O=C1NCN(c2ccccc2)C12CCN(C(CCc1ccccc1)c1nnnn1C1CCCCC1)CC2 (stereo not drawn),-5
CCOC(=O)C1(c2ccccc2)CCN(CCc2ccc(NC(=O)CCC(=O)O)cc2)CC1,-1
O=C1NC(=O)C(=CCc2ccccc2)C(=O)N1,-7
CCC(c1nnnn1C(C)(C)C)N1CCC2(CC1)C(=O)NCN2c1ccccc1 (stereo not drawn),-5
CC(=O)NCC1=C(c2ccc3ccccc3c2)C[C@@H]2CC[C@H]1N2Cc1ccco1,-6
O=P(Oc1ccc(Cl)cc1)(N1CC1)N1CC1,-3
O=C1NC(=S)NC(=O)C1c1ccccc1,-3
CC[n+]1c(-c2ccccc2)c2cc(N)ccc2c2ccc(N)cc21,-1
c1ccc(C(c2ccccc2)c2cccnc2)cc1,-6
Cc1cccc(C)c1-n1nnnc1C(c1ccnc2ccccc12)N1CCC2(CC1)C(=O)NCN2c1ccccc1 (stereo not drawn),-2
COc1ccc(C(c2nnnn2-c2c(C)cccc2C)N2CCC3(CC2)C(=O)NCN3c2ccccc2)cc1 (stereo not drawn),-6
CC(C)(C)C(=O)N1Cc2cc(-c3ccccc3)ccc2-n2nncc2C1,-6
c1ccc(CCN2CCCCC2)nc1,-6
C[C@@H]1CN([C@@H](C)CO)C(=O)CCCn2nncc2CO[C@H]1CN(C)C(=O)Oc1cccc2ccccc12,-7
CC12Cc3cn[nH]c3C=C1CCC1C2CCC2(C)C1CCC2(C)O (stereo not drawn),-2
O=[N+]([O-])c1ccc(C(c2ccc([N+](=O)[O-])cc2)c2ccc([N+](=O)[O-])cc2)cc1,-3
S=P(NCCNP(=S)(N1CC1)N1CC1)(N1CC1)N1CC1,0
C[C@H](CO)N1C[C@H](C)[C@@H](CN(C)C(=O)Oc2ccccc2)OCc2cnnn2CCCC1=O,-2
CC(C)N(C(=O)CCl)c1ccccc1,1
O=C(NCCCN1CC1)Nc1cccc2ccccc12,2

# Looked up above.
# Entry for `CC(C)N(C(=O)CCl)c1ccccc1` in GalR3 antagonist: 1
# Entry for `S=P(NCCNP(=S)(N1CC1)N1CC1)(N1CC1)N1CC1` in GalR3 antagonist: 0
# Entry for `CC(C)CN1Cc2cc(-c3ccccc3)ccc2-n2nncc2C1` in GalR3 antagonist: -6
# Entry for `CC(=O)O[C@H]1CCC2C3CC[C@H]4[C@@H](O)[C@H](O)CC[C@]4(C)C3CC[C@@]21C` (stereo partly drawn) in GalR3 antagonist: -5
# Entry for `Cc1ccc2nc(-c3ccc(CN4CCC(n5c(=O)[nH]c6cc(Cl)ccc65)CC4)cc3)c(-c3ccccc3)nc2c1` in GalR3 antagonist: -8

# The list goes on.
SMILES,GalR3 antagonist
COC(=O)C1=C(c2cccc(OCc3ccccc3)c2)C[C@@H]2CC[C@H]1N2C,-7
O=C(NCC1=C(c2ccc3ccccc3c2)C[C@@H]2CC[C@H]1N2Cc1ccco1)c1ccc([N+](=O)[O-])cc1,-4
Cc1ccc(OC(=O)N(C)C[C@H]2OCc3cnnn3CCCC(=O)N([C@H](C)CO)C[C@H]2C)cc1,-6
CSCCC(c1nnnn1-c1ccc2c(c1)OCCO2)N1CCC(n2c(=O)[nH]c3ccccc32)CC1 (stereo not drawn),-5
COc1ccc(OC(=O)N(C)C[C@H]2OCc3cnnn3CCCC(=O)N([C@H](C)CO)C[C@@H]2C)cc1,-6
CCOC(=O)[C@]12Cc3ccccc3[C@H]1N(CCC(=O)OC)C(=O)c1cc(OC)ccc12,-5
Cc1ccc(OP2(=O)Nc3cc(C)c(C)cc3S2)cc1 (stereo not drawn),-3
CSc1nc(NC(C)C)nc(NC(C)C)n1,4
O=C1NCN(c2ccccc2)C12CCN(C(c1ccnc3ccccc13)c1nnnn1-c1ccc3c(c1)OCCO3)CC2 (stereo not drawn),-4
COc1cc2c(cc1OC)C13CCN4C=C5CCOC6CC(=O)N2C1C6C5CC43 (stereo not drawn),1
CCOC(=O)C12C(=O)OCC1C2c1ccccc1 (stereo not drawn),-9
Cc1cccc(C)c1-n1nnnc1C(c1cc2ccccc2o1)N1CCC(n2c(=O)[nH]c3ccccc32)CC1 (stereo not drawn),-2
O=C(O)c1cc(S(=O)(=O)N2CC3CC(C2)c2cccc(=O)n2C3)ccc1F (stereo not drawn),-4
CN1C(=O)CCC2(C)C1=CCC1C2CCC2(C)C1CCC2(C)O (stereo not drawn),-2
O=P(O)(O)CN1CCNCCN(CP(=O)(O)O)CCNCC1,-6
O=C1CC=C2C3CC4N(CCC45c4cc(O)c(O)cc4N1C25)CC3=CCBr (stereo not drawn),-3
CC(=O)CC(c1ccc2c(c1)OCO2)c1c(O)c2ccccc2oc1=O (stereo not drawn),-5
O=C(O)C1C2c3ccccc3C(=O)C1(C(=O)O)c1ccccc12 (stereo not drawn),-5
O=C1NC(=O)C(Cc2ccccc2)C(=O)N1,2
Cc1ccc(OC(=O)N(C)C[C@H]2OCc3cnnn3CCCC(=O)N([C@@H](C)CO)C[C@H]2C)cc1,-4
CCC(=O)OC1CCC2C3CCC4CC(=O)C=CC4(C)C3CCC12C (stereo not drawn),-5
Cc1ccc(-[n+]2c(Cc3nn(-c4ccccc4)c(C)[n+]3-c3ccc(C)cc3)nn(-c3ccccc3)c2C)cc1,-1
CCOC(=O)CC1c2ccccc2-n2nncc2CN1C (stereo not drawn),-5
CCN1CCOC(c2ccccc2)C1 (stereo not drawn),-4

# 7 compounds out of the list, ordered by heavy-atom count, low to high.
SMILES,GalR3 antagonist
O=P(O)(O)CN1CCNCCN(CP(=O)(O)O)CCNCC1,-6
O=C(O)C1C2c3ccccc3C(=O)C1(C(=O)O)c1ccccc12 (stereo not drawn),-5
CCC(=O)OC1CCC2C3CCC4CC(=O)C=CC4(C)C3CCC12C (stereo not drawn),-5
CC(=O)CC(c1ccc2c(c1)OCO2)c1c(O)c2ccccc2oc1=O (stereo not drawn),-5
O=C1CC=C2C3CC4N(CCC45c4cc(O)c(O)cc4N1C25)CC3=CCBr (stereo not drawn),-3
Cc1ccc(OC(=O)N(C)C[C@H]2OCc3cnnn3CCCC(=O)N([C@@H](C)CO)C[C@H]2C)cc1,-4
Cc1ccc(-[n+]2c(Cc3nn(-c4ccccc4)c(C)[n+]3-c3ccc(C)cc3)nn(-c3ccccc3)c2C)cc1,-1

# Rewritten tab-delimited: 2 of the compounds above.
Molecule	GalR3 antagonist
CCOC(=O)CC1c2ccccc2-n2nncc2CN1C (stereo not drawn)	-5
CCN1CCOC(c2ccccc2)C1 (stereo not drawn)	-4

# These rows are one share of the data (hit frequency here may not be typical).
